Screening results as filed in PubChem BioAssay.
12-LOX inh: Primary qHTS assay for inhibitors of human arachidonate 12S-lipoxygenase (ALOX12): Round 2; Polyunsaturated fatty acid lipoxygenase ALOX12 (Homo sapiens), P18054; purified 12hLO, xylenol orange hydroperoxide absorbance; Potency, µM (highest dose often 108 µM), for inactives: top-dose activity change, negative = inhibition, actives largely listed as inhibitors; 580,000 compounds, 1.1% hits; AID 1671190, 2021; also: potency is read from the fitted curve at half-maximal effect; % is scaled to controls: 0 for no effect and ±100 for the full control effect
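Hydroperoxide product was detected by ferrous iron/xylenol orange as the 573 to 405 nm absorbance ratio. Arachidonic acid at 40 uM (final) was turned over for 30 min at room temperature by 150 nM human 12hLO, pH 7.0 Hepes buffer, after 15 min compound preincubation.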
Pol kappa inh: qHTS for Inhibitors of Polymerase Kappa | DNA polymerase kappa (Homo sapiens), Q9UBT6 | purified Pol kappa, fluorescent DNA synthesis assay, 10 min | Potency, µM (top dose mostly 107 µM), without a hit: top-dose activity, negative = inhibition, usual class: inhibitors | 400,000 compounds, 0.53% hits | AID 588579, 2011; also: potency is read from the fitted curve at half-maximal effect; % is scaled to controls: 0 for no effect and ±100 for the full control effect
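Fluorescent qHTS in 1536-well format: enzyme (10 nM) and compound sat 15 min at room temperature before 50 nM substrate (final) was added. Signal taken at 0 and 10 min; no-enzyme buffer wells were negative controls.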
BLM inh: qHTS Assay for Inhibitors of Bloom's syndrome helicase (BLM) | Potency, µM (titrated, usually from 56.1 µM), without a hit: at the highest dose activity change, negative = inhibition, most hits filed as inhibitors | 350,000 compounds, 0.2% hits | RecQ-like DNA helicase BLM (Homo sapiens), P54132 | recombinant BLM DNA unwinding, fluorescence dequenching;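 also: potency is read from the fitted curve at half-maximal effect; plate controls were vehicle for no effect and no enzyme for full effect; nearly all actives have a fitted effect of over 35% in size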
Anesthetic bind: qHTS Assay for Identification of Novel General Anesthetics. AID 485281, 2010. Potency, µM (series often up to 77.5 µM), inactives show at the top dose activity change, negative = displacement, usual class: inhibitors. 350,000 compounds, 0.074% hits. apoferritin/1-aminoanthracene competitive binding, fluorescence; also: potency is read from the fitted curve at half-maximal effect; % is scaled to controls: 0 for no effect and ±100 for the full control effect; nearly all actives have a fitted effect of over 20% in size
Target sequence (P02791 2-175 limits assumed): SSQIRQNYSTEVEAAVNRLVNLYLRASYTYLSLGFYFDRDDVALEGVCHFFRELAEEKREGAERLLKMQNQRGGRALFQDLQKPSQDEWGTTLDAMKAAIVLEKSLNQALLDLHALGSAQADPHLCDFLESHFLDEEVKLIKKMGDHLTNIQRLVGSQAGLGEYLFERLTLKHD
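Horse-spleen apoferritin (10 uM) in 50% saturated 1-aminoanthracene in PBS was incubated 10 min at room temperature with compound. Fluorescence (ex 380, em 535 nm) was normalized to free and bound 1-AMA, with concentration-response fitted by a four-parameter Hill equation.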
Pol beta inh: qHTS Assay for Inhibitors of DNA Polymerase Beta | P06746 | Pol beta primer extension/strand displacement, fluorescence kinetic | Potency, µM (top dose mostly 114 µM), for the others: at the highest dose activity change, negative = inhibition, usual class: inhibitors | 340,000 compounds, 1.3% hits | AID 485314, 2010; also: potency is read from the fitted curve at half-maximal effect; % is scaled to controls: 0 for no effect and ±100 for the full control effect
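Pol beta (10 nM) was preincubated with compound for 15 min at room temperature. The reaction was then started with 50 nM substrate and read immediately and after a further 10 min at room temperature.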
POLI inh: qHTS for Inhibitors of Polymerase Iota. 390,000 compounds, 1% hits. Potency, µM (top dose mostly 115 µM), for the others: top-dose activity, negative = inhibition, hits mostly inhibitors. AID 588590, 2011. DNA polymerase iota (Homo sapiens), Q9UNA4. Pol iota fluorescent replication assay, 10 min; also: potency is read from the fitted curve at half-maximal effect
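Pol iota at 10 nM preincubated 15 min with compounds at room temperature; reaction started with fluorescent substrate, 50 nM final. Fluorescence read kinetically at 0 and 10 min; buffer-only wells as negative control.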
ERG-DNA inh: qHTS for Small Molecule Inhibitors of the ERG Ets/DNA interaction; Transcriptional regulator ERG (Homo sapiens), P11308; fluorescence polarization, His-ERG Ets domain / labelled DNA; Potency, µM (highest dose often 76.9 µM), for inactives: at the highest dose FP activity, negative = inhibition, actives largely listed as inhibitors; 370,000 compounds, 0.028% hits; AID 624246, 2012; active = well fitted inhibition curve with a large enough effect in the polarisation, with a control signal flat; inconclusive = small, poorly fitted or top-dose-only effect, or effect the other way, or a change in a side signal; inactive = no such curve, though single readings can be large or run the other way; the % refers to the polarisation;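 also: polarization taken with two DNA probes labelled with fluorescein and Texas red; potency is read from the fitted curve at half-maximal effect; % of control where 0% means no effect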
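His-tagged ERG Ets domain (1 uM in the protein solution; 300mM KCl, 50mM Tris-HCl, 1mM EDTA, 1mM DTT, pH 7.5) received compound, then a probe mix of 5 nM fluorescein-DNA and 100nM Texas-615-DNA. Fluorescence polarization was read for both dyes.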
APE1 inh: qHTS Assay for Inhibitors of the Human Apurinic/apyrimidinic Endonuclease 1 (APE1); DNA repair nuclease/redox regulator APEX1 (Homo sapiens), P27695; recombinant APE1, TAMRA/BHQ-2 abasic DNA cleavage fluorescence; Potency, µM (series often up to 65.8 µM), inactives show at the top dose activity change, negative = inhibition, hits mostly inhibitors; 350,000 compounds, 0.35% hits; AID 2517, 2012;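 also: potency is read from the fitted curve at half-maximal effect; plate controls were vehicle for no effect and reference inhibitor for full effect; nearly all actives have a fitted effect of over 55% in size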
Target sequence (P27695 whole entry, looked up): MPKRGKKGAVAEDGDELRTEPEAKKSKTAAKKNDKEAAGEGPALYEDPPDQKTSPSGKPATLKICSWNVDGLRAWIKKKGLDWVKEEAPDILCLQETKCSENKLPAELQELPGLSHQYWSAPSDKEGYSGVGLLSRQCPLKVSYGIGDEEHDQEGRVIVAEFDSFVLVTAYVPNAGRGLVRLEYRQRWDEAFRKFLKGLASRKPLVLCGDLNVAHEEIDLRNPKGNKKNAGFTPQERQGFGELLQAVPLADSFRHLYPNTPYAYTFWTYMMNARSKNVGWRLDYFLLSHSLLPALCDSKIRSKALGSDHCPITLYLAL
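Activity was derived from the fluorescence gain between first and third kinetic reads (60 s intervals, ex 525/em 598 nm) after 50 nM THF-abasic TAMRA/BHQ-2 duplex was added to 0.75 nM APE1 preincubated 15 min with compound.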
TRHR agonist: qHTS for Small Molecule Agonists and Allosteric Enhancers of Human TRH Receptor: Primary Screen for Agonists; Thyrotropin-releasing hormone receptor (Homo sapiens), P34981; TRHR cells, calcium flux fluo-8, FDSS agonist mode; activation, % at 2 µM; 360,000 compounds, 0.18% hits; AID 493084, 2011; in the data active = activation above about 30%; also: 0% is about no effect
Target sequence (P34981 whole entry, looked up): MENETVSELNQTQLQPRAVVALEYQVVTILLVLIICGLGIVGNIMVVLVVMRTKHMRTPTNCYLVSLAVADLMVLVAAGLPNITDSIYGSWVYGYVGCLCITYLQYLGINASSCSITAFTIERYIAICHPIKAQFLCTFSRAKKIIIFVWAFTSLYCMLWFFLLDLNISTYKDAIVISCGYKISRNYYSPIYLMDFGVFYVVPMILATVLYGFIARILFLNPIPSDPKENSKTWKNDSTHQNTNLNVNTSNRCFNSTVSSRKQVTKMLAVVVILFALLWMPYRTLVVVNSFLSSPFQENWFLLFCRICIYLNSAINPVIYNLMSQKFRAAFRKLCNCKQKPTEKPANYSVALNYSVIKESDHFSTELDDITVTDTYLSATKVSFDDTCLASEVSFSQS
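Fluo-8-loaded TRHR cells; 10 s baseline, compound added, kinetic Ca2+ fluorescence read 1/s, agonist mode.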
An asterisk follows results filed as active; ? = inconclusive; · = not tested or not shown; & = joins results of further samples; [ ] = dose if it differs, or a comment. Unless noted, calls follow the shape of the dose curve; as a rule, active = well fitted curve in the direction sought with a large enough effect; inconclusive = small, poorly fitted or top-dose-only effect, or another doubt; inactive = no such curve, though single readings can be large; an effect the other way counts as inactive or inconclusive. Some of the compounds tested; the hit share may differ from the screen's.

SMILES	12-LOX inh	Pol kappa inh	BLM inh	Anesthetic bind	Pol beta inh	POLI inh	ERG-DNA inh	APE1 inh	TRHR agonist
COc1cccc(/C=C2\SC(=S)N(CC3CCCO3)C2=O)c1 (stereo not drawn)	?	-19%	-7%	-11%	35%	3%	-2%	16%	0.2
CC1CCCC(NC(=O)CSc2n[nH]c(N)n2)C1C (stereo not drawn)	-20%	-12%	·	·	·	55%[activator]	4%	46%[activator]	·
CC1=NN(c2ccc(Cl)c(C(=O)O)c2)C(=O)/C1=C/c1ccc(-c2ccccc2[N+](=O)[O-])o1	?	-28%	-6%	6%	-9%	1.4µM*	-1%	3%	0.2
O=C(C1CCN(S(=O)(=O)N2CCC3(CC2)OCCO3)CC1)N1CCCCC1	20%	-2%	0%	-13%	2%	5%	-4%	-2%	0.0
CCn1cc(C2Nc3ccccc3C(=O)N2O)c(C)n1 (stereo not drawn)	?	5%	1%	-3%	3%	-6%	-8%	-6%	0.2
O=c1c2ccccc2nc(SCc2nc(-c3ccccc3)no2)n1-c1ccc(F)cc1	·	12%	-5%	14%	-9%	27%	-2%	-4%	1.2
CC(OC(=O)Cc1c[nH]c2ccccc12)C(=O)NC1CCCCC1C (stereo not drawn)	138%[activator]	2%	·	·	·	-2%	-3%	28%	1.7
CCOc1nc(C)ccc1-c1noc(-c2ccccn2)n1	132%[activator]	-1%	-1%	-17%	33%	8%	7%	2%	-0.6
COCCCn1c(SCC(=O)NCc2ccco2)nc2sc3c(c2c1=O)CCC3	?	-8%	-1%	-9%	20%	15%	1%	-2%	-0.6
COc1ccccc1-c1nc(SCC(=O)N(C)c2ccccc2)c2c(=O)n(C)c(=O)n(C)c2n1	-3%	-11%	-3%	-11%	3%	183%[activator]	5%	-1%	0.4
CCCCNC(=S)N/N=C/c1ccc(C)s1	-3%	-12%	0%	0%	-14%	-1%	-10%	-2%	0.2
CCOC(=O)c1sc2ncn(C(CC)C(=O)OCC)c(=O)c2c1C (stereo not drawn)	-13%	-12%	-1%	?	-6%	5%	4%	2%	-0.6
Fc1ccc(NC(=S)Nc2ccccc2N2CCOCC2)cc1Cl	-21%	10%	-5%	-14%	38%	74%[activator]	7%	?	-0.4
O=C(COc1ccc(Cl)cc1Cl)Nc1ccc(C(=O)OC2CCCCC2)cc1	-18%	-23%	-6%	-11%	5%	9%	4%	·	0.1
COc1ccc(CCNCC(=O)Nc2ccc(C)c(S(=O)(=O)N(C)C)c2)cc1	-18%	-10%	-1%	-8%	14%	7%	13%	10%	0.0
N[C@@H](Cc1cc(I)c(Oc2cc(I)c(O)c(I)c2)c(I)c1)C(=O)O	?	?	-24%	·	·	-13%	-4%	·	·
COc1ccc(CNC(=O)C(=O)NCC2OCCCN2S(=O)(=O)c2cccs2)cc1 (stereo not drawn)	-7%	-16%	0%	?	5%	-2%	-2%	-11%	0.6
Cc1nn(C)c(C)c1NS(=O)(=O)c1ccc(Cl)s1	24%	-2%	·	·	·	?	8%	31%	·
CCN1C(=O)c2cccc3c(S(=O)(=O)Nc4ccc(OC)cc4OC)ccc1c23	-4%	-8%	1%	?	-1%	20%	-4%	-5%	-0.9
Cc1cc(NC(=O)CSc2nc3ccsc3c(=O)n2Cc2ccccn2)n[nH]1	2%	-18%	2%	-12%	22%	0%[58.9 µM]	-14%	-12%	0.4
N#Cc1ccsc1NC(=O)CN1CCCCC1	0%	-16%	4%	-10%	16%	4%	-1%	7%	0.0
Cc1nc([N+](=O)[O-])cn1-c1nc2ccccn2c1[N+](=O)[O-]	0%	10%	-5%	5%	13%	18%	12%	0%	0.5
CCN(CC)CCN(Cc1cc2ccc(C)c(C)c2[nH]c1=O)C(=S)NCc1ccco1	?	-12%	-4%	?	-10%	112%[activator]	-3%	3%	1.0
COc1ccc(CNC(=O)CCC(=O)Nc2nnc(C(F)(F)F)s2)cc1	117%[activator]	-11%	-1%	-7%	10%	-20%	1%	15%	0.5
COc1cc(-c2noc(C)c2C#Cc2ccsc2)cc(OC)c1OC	-17%	?	-7%	35%[activator]	-9%	?	8%	-16%	0.1
O=C(NCCCN1CCCC1=O)Nc1ccccc1Cl	-5%	-4%	0%	-4%	2%	-2%	3%	13%	0.8
COCCNC(=O)C(=O)NCC(c1cccnc1)N1CCN(c2ccccc2)CC1 (stereo not drawn)	0%	-2%	2%	-9%	1%	17%	0%	·	0.2
CCOC(=O)Cc1csc(NS(=O)(=O)c2ccc(NC(C)=O)cc2)n1	-5%	1%	0%	-7%	-12%	-16%	13%	13%	-0.6
COc1ccc(NC(=O)Cn2c(=O)n(-c3ccccc3)c(=O)c3oc4ccccc4c32)c(OC)c1	-5%	2%	-9%	-13%	20%	12%	-2%	-9%	-0.5
O=C(COC(=O)c1cccc(Br)c1)NCCNC(=O)COC(=O)c1cccc(Br)c1	-5%	-1%	-9%	-11%	3%	15%	0%	-17%	0.9

Of the compounds above, two contain a COOH group:
SMILES	12-LOX inh	Pol kappa inh	BLM inh	Anesthetic bind	Pol beta inh	POLI inh	ERG-DNA inh	APE1 inh	TRHR agonist
CC1=NN(c2ccc(Cl)c(C(=O)O)c2)C(=O)/C1=C/c1ccc(-c2ccccc2[N+](=O)[O-])o1	?	-28%	-6%	6%	-9%	1.4µM*	-1%	3%	0.2
N[C@@H](Cc1cc(I)c(Oc2cc(I)c(O)c(I)c2)c(I)c1)C(=O)O	?	?	-24%	·	·	-13%	-4%	·	·

(more compounds)
SMILES	12-LOX inh	Pol kappa inh	BLM inh	Anesthetic bind	Pol beta inh	POLI inh	ERG-DNA inh	APE1 inh	TRHR agonist
OC[C@H]1NC[C@H](O)[C@@H](O)[C@@H]1O	·	-3%[60.1 µM]	4%	10%	·	·	·	22%	·
Cc1nc2cc(C(=O)N3CCN(C)CC3)ccc2n1C	8%	5%	3%	-4%	22%	27%	-7%	-5%	0.8
C/C(=N\Nc1ccc(C(=O)c2c(C)cc3ccccn23)cc1[N+](=O)[O-])c1ccc(O)cc1	-6%	-11%	-3%	-1%	2%	3%	-8%	-5%	-0.7
COC(=O)c1c(-c2cccs2)csc1NC(=O)c1ccc(C(C)C)cc1	-7%	8%	-9%	4%	19%	13%	-8%	·	1.3
Cc1cc(C(=O)OCC(=O)NC(C)C)c(C)o1	?	-5%	0%	1%	0%	7%	-6%	1%	0.2
Cc1ccc(SC[C@H](Cc2ccccc2)N2CC[C@@H](C)CCC2=O)cc1	-8%	6%&7%	-6%	-18%	21%	19%&34%	-7%	19%	1.9
COc1ccccc1C1C(C#N)=C(N)Oc2cc(C)n(CCCn3ccnc3)c(=O)c21 (stereo not drawn)	-26%	3%	-5%	-9%	6%	15%	-6%	9%	1.2
Cc1noc(C)c1NC(=O)Nc1cccc2c1O[C@H](CN(C)C(=O)Nc1ccccc1)[C@@H](C)CN([C@H](C)CO)C2=O	6%	8%	·	·	·	8%	-11%	18%	·
O=C(c1ccc(F)cc1)N(Cc1ccccc1)C1CCS(=O)(=O)C1 (stereo not drawn)	0%	-12%	-2%	-5%	15%	4%	-9%	11%	-0.2
Cc1ccc(N2CC(C(=O)Nc3ccc(S(=O)(=O)N4CCOCC4)cc3)CC2=O)cc1Cl (stereo not drawn)	-28%	-4%	·	·	·	9%	11%	-1%	0.8

Retrieved one by one from the entries so far:
SMILES	12-LOX inh	Pol kappa inh	BLM inh	Anesthetic bind	Pol beta inh	POLI inh	ERG-DNA inh	APE1 inh	TRHR agonist
C/C(=N\Nc1ccc(C(=O)c2c(C)cc3ccccn23)cc1[N+](=O)[O-])c1ccc(O)cc1	-6%	-11%	-3%	-1%	2%	3%	-8%	-5%	-0.7
Cc1nc2cc(C(=O)N3CCN(C)CC3)ccc2n1C	8%	5%	3%	-4%	22%	27%	-7%	-5%	0.8
Cc1ccc(SC[C@H](Cc2ccccc2)N2CC[C@@H](C)CCC2=O)cc1	-8%	6%&7%	-6%	-18%	21%	19%&34%	-7%	19%	1.9

Single records (already shown). Order of screens: 12-LOX inh	Pol kappa inh	BLM inh	Anesthetic bind	Pol beta inh	POLI inh	ERG-DNA inh	APE1 inh	TRHR agonist
Entry for `CCN1C(=O)c2cccc3c(S(=O)(=O)Nc4ccc(OC)cc4OC)ccc1c23` → -4%	-8%	1%	?	-1%	20%	-4%	-5%	-0.9
Entry for `Cc1ccc(N2CC(C(=O)Nc3ccc(S(=O)(=O)N4CCOCC4)cc3)CC2=O)cc1Cl` (stereo not drawn) → -28%	-4%	·	·	·	9%	11%	-1%	0.8
Entry for `OC[C@H]1NC[C@H](O)[C@@H](O)[C@@H]1O` → ·	-3%[60.1 µM]	4%	10%	·	·	·	22%	·
Entry for `Cc1nn(C)c(C)c1NS(=O)(=O)c1ccc(Cl)s1` → 24%	-2%	·	·	·	?	8%	31%	·
